# aSyn UTR inh = MLPCN primary screen, SNCA 5' untranslated region | alpha-synuclein 5'UTR reporter, inhibitor activity | AID 1813 | 300,000 compounds, 0.82% hits | inhibition, % (tested at 7.5 µM); in the data active means inhibition above about 60%; inconclusive means no clear call, values can overlap the other calls;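 further: H4 neuroglioblastoma cells stably carrying SNCA 5'UTR luciferase fusion; 0% = DMSO wells and 100% = positive control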
# HSF1 activator = increases HSF-1 driven luciferase reporter signal | NIH3T3-HGL HSF-1 luciferase reporter, MG132, 8 h; 100% = twice DMSO control signal | AID 504408 | 300,000 compounds, 1.7% hits | activation, % at 9 µM;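 active means mean replicate activation of at least 50% with a set share of replicates each reaching 50%; inconclusive means only one of those two conditions met; inactive means mean below 50% and too few replicates reaching it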;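 further: 0% = median of the neutral control wells and 100% = twice that signal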
# AI-2 QS mod = modulates the Vibrio harveyi AI-2 quorum sensing system; Vibrio harveyi JMH597 AI-2 luminescence/OD600 ratio, 9 h; stronger effect = lower value; strain lacks LuxN and CqsS sensors; 0 = neutral-control median; activity change, % at 7.5 µM; 300,000 compounds, 0.4% hits; AID 2094; in the data active means activity change below about -75%, passing the limit was not always enough; inconclusive means no clear call, values can overlap the other calls;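 further: luminescence divided by OD600 gain over 9 h not by final OD600 alone; inactives centre near 13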
# HIF activator = HIF pathway transcriptional activation; U2OS HRE-luciferase reporter, luminescence; normalized: DMSO 0%, desferrioxamine 100%; activation, % at 7.5 µM (by protocol); 300,000 compounds, 0.32% hits; AID 1910;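 active means mean activation of at least 10% of the iron chelator positive control signal, with at least half of replicates also reaching 10%; inconclusive means mean and replicate majority disagree about reaching 10%; inactive means mean and most replicates under 10%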
# Platelet DG rel = modulates dense granule release in human platelets; AID 1663; 300,000 compounds, 0.22% hits; human platelet-rich plasma, SFLLRN dense granule ATP release, luminescence; inhibition, %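 (compounds screened at 7.5 µM in platelet-rich plasma)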;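 active means mean replicate score, as percent of positive control, at or above 50; inconclusive means mean below 50 but at least one replicate at or above 50; inactive means mean and every replicate below 50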
# SKKanGAS inh = inhibitors of SKKanGAS S. pyogenes growth in kanamycin (SK-promoter or general growth effect). BacTiter-Glo, 6 h. inhibition, % at 7.5 µM. 300,000 compounds, 1.3% hits. AID 1662;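 active means mean replicate score, as percent of positive control median, at least 50; inconclusive means mean below 50 but one replicate at or above 50; inactive means mean and every replicate below 50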;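 further: strain carries kanamycin resistance gene driven by streptokinase promoter and grows in 40 µg/ml kanamycin; loss of luminescence reflects streptokinase promoter inhibition or plain growth inhibition; 0% = median of DMSO wells and 100% = positive control at its reference dose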
# HSP90 refold inh = inhibitors of HSP90 luciferase refolding in rabbit reticulocyte lysate | 290,000 compounds, 0.91% hits | AID 1789 | luciferase refolding luminescence, 3 h | inhibition, % at 5.6 µM;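 active means inhibition above the screen-wide mean plus 3 SD, computed separately per campaign, cut at about 16% in these data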;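 further: 0% = DMSO wells and 100% = 60 µM geldanamycin wells; inhibitors lower the luminescence because luciferase stays unfolded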
# HSF1 inhib = HSF1 inhibition. NIH3T3-HGL HSE-luciferase, MG132-induced, luminescence 8 h; stronger effect = lower value. activity change, negative = inhibition, % at 7.5 µM (by protocol). 300,000 compounds, 0.77% hits. AID 2098;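 active means more than half of replicate wells show activity change below -50%, luminescence cut by over half; inconclusive means some wells, but at most half, below -50%; inactive means no replicate well below -50%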;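 further: luciferase reports HSF-1 transcriptional activity via heat shock element; 0% = median of DMSO wells and -100% = zero luminescence signal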
# KLF5 inhibitor = inhibitors of KLF5 expression; DLD-1 KLF5 promoter-luciferase reporter, luminescence; 290,000 compounds, 0.23% hits; inhibition, % at 5 µM;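 active means inhibition above a per-plate limit of that plate's mean compound inhibition plus 3 SD, cut at about 60% in these data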;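 further: 0% = DMSO wells and 100% = LY294002 at 200 µM; higher means less KLF5 promoter-driven luciferase light; inactives centre near -14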
# IEC-6 cytotox = kills IEC-6 intestinal cells in KLF5 counter-screen | IEC-6 cytotoxicity, luminescence viability | inhibition, % at 5 µM | 290,000 compounds, 0.78% hits | AID 1825; in the data active means inhibition above about 22%;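 further: 0% = plate median of test compound wells and 100% = cytotoxic reference compound wells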
# Starred values were filed as active, the others as inactive; ? = inconclusive; · = not tested or not shown.
SMILES,aSyn UTR inh,HSF1 activator,AI-2 QS mod,HIF activator,Platelet DG rel,SKKanGAS inh,HSP90 refold inh,HSF1 inhib,KLF5 inhibitor,IEC-6 cytotox
O=C(O)/C=C/c1ccc(-n2ccnc2)cc1,14,13,-18,-0.2,-8,-16,2,3,-18,4
Cc1nn(-c2ccccc2)c(C)c1NC(=O)COC(=O)c1cc(Cl)ccc1O,5,-4,-1,1.4,0,-6,·,5,·,·
CCOc1cc(/C=N/O)cc(Cl)c1OC,-4,-8,4,0.0,1,1,-4,7,4,-7
O=C(CCCC(=O)OCC(Cl)=C(Cl)Cl)Nc1cccc(F)c1,10,1,2,0.1,1,-5,-1,-4,-6,-5
COc1ccc(OC)c(-c2cc(C(=O)N3CCOCC3)no2)c1,0,-5,21,-0.3,-87,9,-4,4,-29,2
N/C(=N\OC(=O)c1ccc(Cl)cc1)c1ccccn1,63*,-54,20,-2.6,52*,6,57*,-48,56,9
C=CCn1cc([N+](=O)[O-])nc1C,7,-14,24,0.0,-23,-4,-1,-1,-4,-6
NC(=O)c1cc2cc(Cl)ccc2oc1=O,-24,5,18,-0.2,2,-7,6,-2,-17,5
O=C(O)c1ccc(/C=N/NC(=O)c2ccc(NS(=O)(=O)c3cccs3)cc2)cc1,2,6,24,0.1,3,4,4,0,9,4
Cc1cc(/C=C2/SC(=S)N(c3cccc(C(F)(F)F)c3)C2=O)c(C)n1-c1cccnc1,55,1,31,2.7,4,10,-3,6,-36,-3
CC1=C(C(=O)OCCOC(C)C)C(c2cccc3ccccc23)NC(=O)N1 (stereo not given),-1,3,13,-0.3,1,-5,·,1,·,·
CC(=O)NCCC1CCCCN1Cc1nc(Cc2cccc(C(F)(F)F)c2)no1 (stereo not given),-7,16,0,-0.6,3,-4,-1,-2,-27,-5
CCOCCCNC(=O)C1CC(=O)N(CCc2ccccc2)C1 (stereo not given),0,-4,18,0.0,-3,-1,-2,-2,-52,5
Cc1ccc(C(=O)N/C(=C\c2sccc2C)C(=O)NCc2ccncc2)cc1,-11,5,20,0.4,-8,-5,-5,0,0,-2
CCOc1ccc(C(=O)Nc2nnc(C(C)C)s2)cc1OCC,-53,1,1,0.5,-3,0,3,-2,-9,-2
COc1ccc(CCNC(=O)CC2SC(N)=NC2=O)cc1OC (stereo not given),-5,-3,10,-0.3,-12,-9,3,5,-16,-3
CCN(CC)CCNC(=S)Nc1ccc2nc(N3CCCC3)cc(C)c2c1,-28,12,16,0.4,5,-9,3,7,-7,12
CC(C)(C)c1ccc(S(=O)(=O)Nc2ccc3c(c2)COC3=O)cc1,0,11,20,0.5,-6,5,2,6,8,-2
COc1ccc(S(=O)(=O)NCC2CCCN(C(=O)c3sccc3C)C2)cc1 (stereo not given),-14,-3,9,0.9,-10,11,3,6,-4,3
Cc1cc([N+](=O)[O-])nn1CC(=O)NCc1cccs1,-10,-3,1,-0.1,9,2,-1,-4,-14,-13
CCN(CC)CCNC(=O)COc1ccc(Cl)cc1Cl,1,5,13,·,12,-7,-5,-12,-30,-2
N#Cc1nc(-c2ccc(F)cc2)oc1NCc1cccc2c1OCO2,-3,-6,?,-0.2,19,0,-5,-7,-8,3
COc1cc(N=Nc2ccc3ccccc3c2)ccc1O,-144,55*,-7,2.3,1,-6,-7,30,-180,9
Cc1ccc2occ(/C=C/C(=O)c3ccccc3O)c(=O)c2c1,·,·,-2,·,·,-6,2,·,-22,5
Cc1cc(C)c(S(=O)(=O)N2CCCCC2CCNC(=O)C(=O)NCCN2CCOCC2)c(C)c1 (stereo not given),23,18,15,-1.0,13,-11,·,1,·,·
COc1ccccc1NC(=O)CC1SC(=N)N(c2ccccc2)C1=O (stereo not given),12,-3,17,1.4,-104,-2,6,-3,-14,1
CCCn1c(NCc2c[nH]c3ccccc23)nc2ccccc21,-30,0,17,2.3,-5,-3,0,-1,-28,14
Cc1ccc(S(=O)(=O)NC(=S)c2ccccc2)cc1,-11,-2,14,1.7,13,-1,·,2,·,·
CCN(CC)c1ccc2cc(C(=O)O)c(=O)oc2c1,5,18,15,0.0,-5,-6,-2,0,-13,-3
O=C(COC(=O)CCSc1ccc(Cl)cc1)NCc1ccccc1,9,0,10,-0.3,8,-9,5,8,8,-1
O=S(=O)(c1ccc(S(=O)(=O)N2CCN3CCCC3C2)cc1)N1CCCC1 (stereo not given),11,-9,24,-0.3,-3,-2,1,-7,-3,-4
CCC(C)C(NS(=O)(=O)c1ccc(C)cc1)C(=O)Oc1ccc2c3c(c(=O)oc2c1)CCC3 (stereo not given),-14,9,7,-0.1,2,43,4,4,-12,3
C=CCn1c(NC(=O)c2ccc(Br)o2)c(C(=O)OCC)sc1=S,-8,33,24,-0.2,1,7,7,3,-16,-5
CCOc1ccc(N2CC(C(=O)NC(C)C)CC2=O)cc1 (stereo not given),3,-3,22,-13,-1,-2,-1,-13,-28,-8
COc1cccc(/C=N/Nc2ncnc3scc(-c4ccccc4)c23)c1O,?,-5,17,105*,-18,82*,0,0,80*,-1
CCC(=O)NC(=S)Nc1ccc(Cl)cn1,5,14,45,0.0,-1,6,-2,-4,-42,-1
O=C(c1ccc2c3n(nc2c1)-c1ccccc1CO3)N1CCOCC1,-114,43,6,0.3,51*,37,·,14,·,·
O=C(O)c1cc2ncc(CCO)cn2n1,-7,-16,12,0.1,-5,-7,-3,-1,-16,3
COCCCN1C(=O)CC(C(=O)OC)=C1C,5,1,6,0.8,7,3,-1,3,13,-1
Cc1cc(OCC(F)(F)C(F)(F)C(F)(F)C(F)F)nc(N)n1,-48,9,10,4.0,-1,4,1,13,-22,4
Cc1cc(C)n2cc(CSc3nnnn3C)nc2n1,2,17,17,-0.2,3,-3,-1,2,10,-5
COc1ccc2oc(C(=O)N(C)Cc3ccc4c(c3)OCCO4)c(C)c2c1,3,27,7,0.1,-12,0,·,12,·,·
COc1ccc(C2c3ccc4ccccc4c3Oc3ncn(CCN4CCOCC4)c(=N)c32)cc1 (stereo not given),-13,39,14,-0.4,3,4,-3,16,-12,2
Fc1ccc(Br)cc1C1C=C(c2cccnc2)Nc2ncnn21 (stereo not given),-2,-12,32,-0.2,-16,-3,-3,-4,6,21
COc1ccccc1Nc1nnc(SCC(=O)Nc2nc(-c3ccc(F)cc3)cs2)s1,-5,6,39,-0.3,0,3,5,5,-16,-2
Cc1c(Cl)cccc1NC(=O)CNc1ccccc1F,-9,36,23,0.6,-6,7,2,7,22,3
CC/C(=N\NS(C)(=O)=O)c1ccccc1,21,8,28,0.0,3,-3,4,0,-16,3
CSc1nc(O)c(C(c2ccc(C)cc2)c2c(O)nc(SC)[nH]c2=O)c(=O)[nH]1,-17,5,7,2.7,15,-8,4,-1,-35,1
Cc1cc(NC(=O)c2nn(C)c(C)c2[N+](=O)[O-])no1,6,2,22,-0.4,-9,8,2,1,-10,8
COc1ccc(-c2ccc(=O)n(Cc3cccc([N+](=O)[O-])c3)n2)cc1,24,-41,11,-0.2,-7,-17,3,-20,-7,2
COc1ccc(C2CC(=O)C3=C(C2)Nc2ncnn2C3c2ccccc2C)cc1 (stereo not given),-23,-24,7,-0.9,-6,0,1,-5,-2,0
CNC(=O)c1cc2cc(OC)ccc2oc1=N,-16,-1,26,0.1,-4,1,9,-4,17,4
CN(C)c1ccc(CNS(=O)(=O)c2csc(C(N)=O)c2)cc1,6,7,13,0.5,5,2,-1,-7,1,0
CCOC(=O)c1sc2ncn(/N=C/c3ccc(O)c(OC)c3)c(=O)c2c1C,20,4,-10,-0.8,3,1,0,10,-43,4
CCOc1ccc(Nc2c3c(nc4ncnn24)CC(C)CC3)cc1 (stereo not given),15,1,20,-2.1,-7,-4,0,1,2,3
CCOC(=O)CCCNC(=O)COC(=O)/C=C/c1ccc2c(c1)OCO2,-24,-23,-58,0.0,-3,-14,0,-6,2,-1
Cn1c(SCC(=O)NNC(=O)c2ccc(Br)cc2)nnc1-c1cccnc1,9,1,25,0.6,-5,5,-2,-1,-5,-2
COC(=O)c1cc(NC(=O)CN(C)Cc2ccccc2)cc(C(=O)OC)c1,11,-9,15,0.3,23,-10,-4,4,-8,-5
O=C1NCCCC1C(=O)NCCNC(=O)C(F)(F)F (stereo not given),3,0,21,·,-12,-10,1,0,8,0
COc1c(C(=O)Nc2c(C)n(C)n(-c3ccccc3)c2=O)ccc2ccccc12,13,0,3,-0.3,1,17,-4,-4,-8,0
# Additional compounds follow:
SMILES,aSyn UTR inh,HSF1 activator,AI-2 QS mod,HIF activator,Platelet DG rel,SKKanGAS inh,HSP90 refold inh,HSF1 inhib,KLF5 inhibitor,IEC-6 cytotox
COc1ccc(Oc2ccccc2C#N)cc1,-14,7,8,0.7,4,-6,-2,1,-33,-4
CCn1cc(CNCc2cn[nH]c2-c2cc3ccccc3o2)cn1,-12,-2,10,0.0,1,4,1,3,1,1
O=C(CSc1nnnn1-c1ccc(O)cc1)c1cc2ccccc2o1,-4,17,-77*,0.0,8,7,0,2,-18,1
COc1ccc(-c2nc(-c3ccccc3)c(-c3cccs3)[nH]2)cc1OC,19,51*,23,0.1,-2,-15,1,16,-30,3
CCOC(=O)CCNC(=O)c1ccccc1Br,-16,-6,15,0.5,3,1,1,-2,-21,3
CCO/C(C)=C1\C(=O)Nc2ccccc21,-2,-20,15,-0.2,-2,2,0,-4,-34,0
O=C(COc1ccc(Br)cc1CO)Nc1ccc(F)cc1,-59,12,11,0.8,6,1,2,15,-23,4
Cc1nnc(SCc2nnc(-c3cccs3)o2)n1Cc1ccccc1,12,-9,18,-0.3,-4,3,0,-2,11,2
COc1cc2c(cc1OC)C(C)N(C(=O)c1nccnc1C(=O)O)CC2 (stereo not given),-3,2,24,-0.1,-27,0,0,-1,-6,-3
COc1ccc2c(c1OC)C(=O)OC2C/C(=N\NC(N)=O)c1ccccc1 (stereo not given),-31,0,48,-0.9,-7,-7,-2,-2,-1,-1
CC(C)c1ccc(/C=N/n2cnnc2)cc1,-10,-2,21,0.2,2,9,4,-6,18,2
C=CCc1cccc2cc(C(=O)NC3=C(C#N)CCC3)c(=O)oc12,-25,-8,12,0.1,0,-4,-3,1,-19,0
Cc1ccc(S(N)(=O)=O)cc1NC(=O)c1ccc2c3c(cccc13)CC2,30,1,9,-0.9,-7,2,-1,-6,-20,7
Cc1nn(CC(=O)Nc2c(F)c(F)cc(F)c2F)c(=O)c2cccn12,5,27,40,0.3,-1,?,-3,12,-10,-2
COc1ccc(C2=NOC(C(=O)Nc3cccnc3)C2)cc1OC (stereo not given),30,-19,17,0.2,4,-4,-1,-4,-13,5
O=C(CC(Sc1ccccc1)c1cccs1)c1ccco1 (stereo not given),17,-5,9,0.3,0,8,-1,4,-32,1
